# Bioassay records deposited in PubChem BioAssay by several laboratories.
# NCOA1 inh – inhibitors of human steroid receptor coactivator 1 (SRC1); Q15788; HEK293 GAL4-SRC1 luciferase reporter, luminescence; inhibition, % at 3.6 µM; 360,000 compounds, 0.12% hits; AID 588354;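 active = inhibition above the campaign mean plus 3 SD, with each screening campaign given its own cutoff, cut at about 60% in these data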;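 note: 0% = DMSO treated cells and 100% = gossypol at 36 µM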
# Target sequence (Q15788 whole entry, looked up, the tested form may be a part): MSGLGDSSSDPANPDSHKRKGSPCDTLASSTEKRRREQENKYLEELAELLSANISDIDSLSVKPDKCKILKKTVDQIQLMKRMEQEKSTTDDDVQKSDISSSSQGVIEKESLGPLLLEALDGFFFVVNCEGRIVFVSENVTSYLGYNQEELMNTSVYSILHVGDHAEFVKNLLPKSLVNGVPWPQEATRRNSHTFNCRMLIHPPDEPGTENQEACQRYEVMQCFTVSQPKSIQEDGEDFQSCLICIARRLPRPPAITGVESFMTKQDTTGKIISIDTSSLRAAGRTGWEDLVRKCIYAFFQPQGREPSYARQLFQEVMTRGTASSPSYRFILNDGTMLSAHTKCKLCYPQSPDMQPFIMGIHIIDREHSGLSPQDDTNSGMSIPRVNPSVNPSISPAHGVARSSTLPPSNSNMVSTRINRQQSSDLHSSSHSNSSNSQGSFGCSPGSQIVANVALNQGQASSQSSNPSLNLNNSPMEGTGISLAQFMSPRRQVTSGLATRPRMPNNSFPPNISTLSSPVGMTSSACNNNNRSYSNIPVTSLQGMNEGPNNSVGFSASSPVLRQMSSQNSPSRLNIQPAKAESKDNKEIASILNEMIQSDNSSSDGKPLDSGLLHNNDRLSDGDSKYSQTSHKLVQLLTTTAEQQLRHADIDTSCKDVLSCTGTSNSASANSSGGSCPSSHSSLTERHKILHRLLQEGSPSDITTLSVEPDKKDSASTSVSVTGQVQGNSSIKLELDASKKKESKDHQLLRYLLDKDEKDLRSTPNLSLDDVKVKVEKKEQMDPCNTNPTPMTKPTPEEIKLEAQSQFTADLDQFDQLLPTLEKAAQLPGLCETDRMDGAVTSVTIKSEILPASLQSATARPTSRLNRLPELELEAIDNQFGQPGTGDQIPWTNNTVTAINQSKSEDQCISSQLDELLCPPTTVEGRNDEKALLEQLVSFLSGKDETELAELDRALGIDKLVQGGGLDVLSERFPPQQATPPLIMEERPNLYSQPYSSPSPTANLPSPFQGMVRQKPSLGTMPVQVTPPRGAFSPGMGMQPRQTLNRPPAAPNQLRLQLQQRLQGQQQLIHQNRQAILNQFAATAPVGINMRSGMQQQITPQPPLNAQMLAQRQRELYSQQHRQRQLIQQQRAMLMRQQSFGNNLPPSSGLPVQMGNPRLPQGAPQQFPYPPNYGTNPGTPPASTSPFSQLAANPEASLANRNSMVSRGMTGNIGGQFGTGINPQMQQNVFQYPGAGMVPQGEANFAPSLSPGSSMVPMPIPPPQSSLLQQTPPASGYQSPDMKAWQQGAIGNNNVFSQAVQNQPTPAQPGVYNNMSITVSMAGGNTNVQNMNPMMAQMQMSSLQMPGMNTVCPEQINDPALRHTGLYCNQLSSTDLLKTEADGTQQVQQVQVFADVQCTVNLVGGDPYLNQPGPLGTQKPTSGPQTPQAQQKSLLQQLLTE
# NOD2-RIPK2 inh – NOD2-RIPK2 protein interaction inhibition; 360,000 compounds, 0.38% hits; CHO BLA complementation NOD2-RIPK2, CCF4 ratio; O43353; inhibition, % at 4.98 µM; in the data active = inhibition above about 21%;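 note: 0% = vehicle only and 100% = reference blocker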
# TROY NFkB inh – blocks TROY-dependent signaling in reporter cells. AID 1347056. inhibition, % at 10 µM. 360,000 compounds, 0.98% hits. Q293 LMP1-TROYcd NF-kB luciferase reporter, 4 h;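 active = compounds whose plate-normalised and pattern-corrected inhibition of the luciferase reporter signal at the single screening dose is 50% or more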
# NCOA3 inh – human NCOA3 inhibition | AID 588352 | 360,000 compounds, 0.17% hits | Q9Y6Q9 | inhibition, % at 3.6 µM | HEK293 GAL4-SRC3 luciferase reporter, luminescence;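 active = inhibition above a per-campaign cutoff, the mean of all compounds plus 3 SD, cut at about 60% in these data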;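 note: 0% = DMSO-treated cells and 100% = gossypol-treated cells at 36 µM; higher means less SRC3-driven luciferase light from the GAL4 reporter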
# NR2F2 inh – NR2F2 (human) inhibition, primary screen | inhibition, % at 8.6 µM | 370,000 compounds, 0.7% hits | HEK293T NGFI-A luciferase reporter, luminescence | P24468;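 active = inhibition above a per-plate cutoff, mean inhibition of test wells between control levels plus 3 SD, cut at about 38% in these data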;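 note: cells cotransfected with COUP-TFII expression vector driving the NGFI-A reporter; 0% = median of COUP-TF2 test wells and 100% = reporter-only cells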
# LMP1 NFkB inh – inhibitors of Epstein-Barr LMP1-induced NF-kappaB reporter. 350,000 compounds, 0.69% hits. LMP1-induced NF-kappaB luciferase reporter cells, luminescence. AID 504558. inhibition, % at 12.5 µM; in the data active = inhibition above about 41%;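 note: 0% = neutral control wells and 100% = reference inhibitor control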
# Vif imaging – HIV Vif inhibition. HEK293T cells, Vif self-association by quenched fluorescence, imaging, 24 h. inhibition, % at 7.49 µM. 340,000 compounds, 0.35% hits. AID 602346; in the data active = inhibition above about 50%, passing the limit was not always enough; note: some results filed as inactive read as strong as hits
# C8 TRAIL sens – caspase-8 TRAIL sensitization; NB7+C8 cells + TRAIL, ATPlite viability luminescence; inhibition (viability loss, TRAIL sensitization), % at 10 µM; 360,000 compounds, 1% hits; AID 624354;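 active = compounds causing at least 50% loss of cell viability in the single-dose screen, relative to plate controls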
# TLR9-MyD88 block – blocks human TLR9 binding to MyD88 | inhibition, % at 4.98 µM | CHO BLA complementation TLR9-MyD88, CCF4 FRET ratio | Q9NR96+Q99836 | 340,000 compounds, 0.21% hits | AID 504734;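 active = inhibition above the mean over all tested compounds plus 3 SD, cut at about 21% in these data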;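 note: 0% = DMSO only wells and 100% = clavulanate BLA inhibitor control wells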
# LRH-1 inv ag – NR5A2 inverse agonism in reporter assay | inhibition, % at 3.6 µM | 360,000 compounds, 0.13% hits | HEK293T StAR-luciferase reporter, LRH-1 transfected, 24 h | O00482;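 active = inhibition above the mean inhibition of all tested compounds plus 3 SD, cut at about 73% in these data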;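 note: 0% = DMSO wells and 100% = reporter-only cells lacking LRH-1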
# NCOA2 inhibitor – human SRC2 (NCOA2) inhibition; Q15596; HEK293 GAL4-SRC2 luciferase reporter, luminescence; inhibition, % at 9 µM; 370,000 compounds, 0.17% hits;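 active = inhibition above the mean inhibition of all tested compounds plus 3 SD, set per campaign, cut at about 52% in these data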;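 note: 0% = DMSO treated cells and 100% = cells given Gossypol at 36 µM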
# Active calls of the source: *; · = not tested or not shown.
SMILES,NCOA1 inh,NOD2-RIPK2 inh,TROY NFkB inh,NCOA3 inh,NR2F2 inh,LMP1 NFkB inh,Vif imaging,C8 TRAIL sens,TLR9-MyD88 block,LRH-1 inv ag,NCOA2 inhibitor
Cc1ccc(NC(=O)CCC(=O)NNC(=S)Nc2ccccc2)c(C)c1,-22,-16,19,15,-7,-14,-1,-13,-4,-5,15
O=C(Nc1ccc(F)cc1)C(NC1CCCCC1)c1ccccc1 (stereo unspecified),3,-10,-20,-7,-12,-4,9,-5,4,-1,-7
CCn1ncc(S(=O)(=O)N2CCN(c3cccc(OC)c3)CC2)c1C,-23,2,14,2,1,-2,3,14,-3,7,8
NC1=NN=C(N2N=C(c3ccco3)CC2(O)C(F)(F)F)n2ncnc2C1 (stereo unspecified),8,-3,3,12,0,4,0,3,5,13,4
Cc1ccc(CNC(=O)CNC(=O)[C@@H]2Cc3ccccc3CN2C(=O)OC(C)(C)C)cc1,0,-5,14,-5,7,-1,-7,-15,-4,-4,-5
CN(c1ccc(C(=O)N/N=C/c2cccc([N+](=O)[O-])c2)cc1)S(=O)(=O)c1ccccc1,20,-12,5,3,-5,6,-42,4,-7,0,-1
COc1ccc(OCC(=O)NNC(=O)C(=O)Nc2ccccc2)cc1,-23,-8,-26,1,-30,-4,-4,-2,1,4,-23
O=C1N[C@H](Cc2ccccc2)COC(=O)[C@H](Cc2ccc(F)cc2)C/C=C\C[C@@H]1CC(=O)N(CCO)Cc1ccccc1,3,4,5,-3,1,-1,-16,-13,-2,-18,-9
COP(=O)(OC)c1nc(-c2cccc3ccccc23)oc1NCCc1ccccc1,1,-11,13,-2,10,-1,-3,8,-15,3,2
CC(C)[C@H](NC(=O)c1ccc([N+](=O)[O-])cc1Cl)C(=O)N1CCN(C/C=C/c2ccccc2)CC1,0,-2,18,-10,32,15,2,18,-12,-8,14
Cn1c(=O)c2c(-c3ccccc3)n(-c3cc([N+](=O)[O-])ccc3N)cc2n(C)c1=O,13,-1,-34,-3,-16,·,4,-13,·,13,-43
O=S1(=O)N=C(N2CCOCC2)c2ccccc21,14,0,-4,8,10,3,-18,0,0,16,-24
COc1ccc(Oc2cc(C(F)(F)F)cnc2C(N)=O)cc1,-36,-23,-12,7,10,-3,-6,0,-13,3,-38
CN(C)c1ccc(C2OC(=O)C(C)(C)C(=O)C2(C)C)cc1 (stereo unspecified),-46,5,16,-5,0,-6,-6,23,-1,7,6
Cc1cccc(S(=O)(=O)c2c(N)n(/N=C/c3ccco3)c3nc4ccccc4nc23)c1,-8,-1,12,5,9,9,-8,2,-5,27,-5
Brc1ccc(-c2noc(-c3ccccn3)n2)o1,-76,-3,-4,-98,-35,-5,8,30,3,-130,-61
CCOC(=O)c1cnn(C)c1NC(=O)c1ccc([N+](=O)[O-])cc1,1,-2,-5,2,-7,-6,-2,-7,2,-5,-8
C=CCn1c(SCc2c(C)noc2C)nc2sc3c(c2c1=O)CCC(C)C3 (stereo unspecified),-1,-16,30,6,6,12,5,-11,2,12,-3
O=C(/C=C/c1ccccc1[N+](=O)[O-])NCc1ccc(Cl)cc1,-5,-1,-40,0,-6,-5,-2,-2,0,13,-4
COC(=O)C1=C(C)N(CCc2c[nH]c3ccccc23)C(=O)C1,-13,-4,-18,-6,-7,-4,-3,-3,-3,-14,-4
Cc1ccc(NC(=O)COc2ccccc2C(=O)NCCc2ccccc2)cc1,-14,-3,5,-15,6,-6,-10,11,-24,4,-64
O=S(=O)(NCCc1ccccn1)c1cc(Cl)cc(Cl)c1O,-2,-93,12,-4,-14,-3,11,-18,1,-9,18

# 14 structures already listed, ordered by length of the SMILES, ascending.
SMILES,NCOA1 inh,NOD2-RIPK2 inh,TROY NFkB inh,NCOA3 inh,NR2F2 inh,LMP1 NFkB inh,Vif imaging,C8 TRAIL sens,TLR9-MyD88 block,LRH-1 inv ag,NCOA2 inhibitor
O=S1(=O)N=C(N2CCOCC2)c2ccccc21,14,0,-4,8,10,3,-18,0,0,16,-24
O=S(=O)(NCCc1ccccn1)c1cc(Cl)cc(Cl)c1O,-2,-93,12,-4,-14,-3,11,-18,1,-9,18
COc1ccc(OCC(=O)NNC(=O)C(=O)Nc2ccccc2)cc1,-23,-8,-26,1,-30,-4,-4,-2,1,4,-23
CN(C)c1ccc(C2OC(=O)C(C)(C)C(=O)C2(C)C)cc1 (stereo unspecified),-46,5,16,-5,0,-6,-6,23,-1,7,6
COC(=O)C1=C(C)N(CCc2c[nH]c3ccccc23)C(=O)C1,-13,-4,-18,-6,-7,-4,-3,-3,-3,-14,-4
CCn1ncc(S(=O)(=O)N2CCN(c3cccc(OC)c3)CC2)c1C,-23,2,14,2,1,-2,3,14,-3,7,8
O=C(/C=C/c1ccccc1[N+](=O)[O-])NCc1ccc(Cl)cc1,-5,-1,-40,0,-6,-5,-2,-2,0,13,-4
C=CCn1c(SCc2c(C)noc2C)nc2sc3c(c2c1=O)CCC(C)C3 (stereo unspecified),-1,-16,30,6,6,12,5,-11,2,12,-3
COP(=O)(OC)c1nc(-c2cccc3ccccc23)oc1NCCc1ccccc1,1,-11,13,-2,10,-1,-3,8,-15,3,2
NC1=NN=C(N2N=C(c3ccco3)CC2(O)C(F)(F)F)n2ncnc2C1 (stereo unspecified),8,-3,3,12,0,4,0,3,5,13,4
Cc1cccc(S(=O)(=O)c2c(N)n(/N=C/c3ccco3)c3nc4ccccc4nc23)c1,-8,-1,12,5,9,9,-8,2,-5,27,-5
Cn1c(=O)c2c(-c3ccccc3)n(-c3cc([N+](=O)[O-])ccc3N)cc2n(C)c1=O,13,-1,-34,-3,-16,·,4,-13,·,13,-43
CC(C)[C@H](NC(=O)c1ccc([N+](=O)[O-])cc1Cl)C(=O)N1CCN(C/C=C/c2ccccc2)CC1,0,-2,18,-10,32,15,2,18,-12,-8,14
O=C1N[C@H](Cc2ccccc2)COC(=O)[C@H](Cc2ccc(F)cc2)C/C=C\C[C@@H]1CC(=O)N(CCO)Cc1ccccc1,3,4,5,-3,1,-1,-16,-13,-2,-18,-9

# An excerpt; rates above refer to the full screens.
